EPAC2 antag = qHTS for Antagonist of cAMP-regulated guanine nucleotide exchange factor 2 (EPAC2): primary screen. EPAC2 GEF exchange of Rap1B-BODIPY-GDP, fluorescence. Potency, µM (titrated, usually from 114 µM), for the others: at the highest dose activity, negative = inhibition, usual class: inhibitors. 0.18% of 360,000 active; note: % is set by controls: 0 for no effect and ±100 for the full control effect; nearly all actives have a fitted effect of over 45% in size; many of its hits are not listed in these tables
FUS suppressor = qHTS for Suppressors of FUS Proteinopathy: Primary screen using FUS-linked yeast assay; 0.24% of 390,000 active; S. cerevisiae FUS-expressing, growth rescue, OD600, 24 h; Potency, µM (doses to about 76.6 µM), without a hit: at the top dose growth rescue (activation), most hits filed as activators;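 note: plate controls were DMSO vehicle for no effect and reference control for full effect; nearly all actives have a fitted effect of over 55% in size; some results filed as inactive show a strong effect at the top dose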
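FUS-expressing yeast, raffinose-pregrown, induced in 2% galactose minimal medium at OD 0.005; compounds in a dilution series, 24hr at 30C. Growth restoration read as absorbance at 600 nm. CP55940 positive control, DMSO negative.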
PTHR1 agonist = qHTS for PTHR1 Agonists: Primary Screen. Parathyroid hormone/parathyroid hormone-related peptide receptor (Homo sapiens), Q03431. HEK293 GP2 PTHR1 cells, GloSensor cAMP luminescence, 1 h. Potency, µM (doses to about 115 µM), for the others: at the top dose activation, hits mostly activators. 0.075% of 410,000 active. AID 743266, 2014; note: nearly all actives have a fitted effect of over 55% in size; some results filed as inactive show a strong effect at the top dose; inactives centre near -15; many of its hits are not listed in these tables
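HEK-293-derived GP2 cells expressing PTHR1 and a GloSensor cAMP reporter, 3,000/well, plated overnight, given luciferin plus IBMX (each 0.5 mM as added) for 1 h at 37 °C, then compound for 1 h at 37 °C. Luminescence was read after 15 min at room temperature.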
EPAC1 agonist = qHTS for Agonist of cAMP-regulated guanine nucleotide exchange factor 3 (EPAC1): primary screen; Rap guanine nucleotide exchange factor 3 (Homo sapiens), O95398; EPAC1 agonist qHTS, biochemical assay; response scale: 100% = response to 6.5 mM cAMP; Potency, µM (highest dose often 154 µM), inactives show top-dose activation, hits mostly activators; 0.073% of 360,000 active; note: nearly all actives have a fitted effect of over 60% in size
Target sequence (O95398 whole entry, looked up): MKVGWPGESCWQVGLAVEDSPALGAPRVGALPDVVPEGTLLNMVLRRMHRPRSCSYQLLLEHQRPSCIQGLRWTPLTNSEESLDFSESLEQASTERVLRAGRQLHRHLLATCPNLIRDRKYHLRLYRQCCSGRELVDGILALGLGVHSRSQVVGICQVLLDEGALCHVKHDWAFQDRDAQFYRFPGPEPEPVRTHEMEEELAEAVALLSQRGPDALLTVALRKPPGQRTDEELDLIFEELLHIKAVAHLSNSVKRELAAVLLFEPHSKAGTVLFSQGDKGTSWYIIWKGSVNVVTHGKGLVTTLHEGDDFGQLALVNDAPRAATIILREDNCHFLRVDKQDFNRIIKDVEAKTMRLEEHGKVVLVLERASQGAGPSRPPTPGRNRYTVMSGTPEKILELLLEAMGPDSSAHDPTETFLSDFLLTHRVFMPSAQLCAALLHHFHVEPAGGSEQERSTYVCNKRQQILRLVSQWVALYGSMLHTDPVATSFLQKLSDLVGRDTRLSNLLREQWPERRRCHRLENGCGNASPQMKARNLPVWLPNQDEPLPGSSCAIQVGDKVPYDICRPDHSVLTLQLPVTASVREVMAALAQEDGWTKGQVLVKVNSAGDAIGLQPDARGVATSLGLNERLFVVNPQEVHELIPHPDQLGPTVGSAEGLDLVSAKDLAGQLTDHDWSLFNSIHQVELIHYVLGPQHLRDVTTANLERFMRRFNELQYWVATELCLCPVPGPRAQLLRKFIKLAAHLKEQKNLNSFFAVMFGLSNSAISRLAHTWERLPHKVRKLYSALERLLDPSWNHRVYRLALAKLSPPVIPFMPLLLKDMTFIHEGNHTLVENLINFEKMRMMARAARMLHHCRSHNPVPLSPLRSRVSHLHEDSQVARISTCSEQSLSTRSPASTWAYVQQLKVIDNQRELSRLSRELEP
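Read-out is the fluorescence drop as BODIPY-GDP leaves Rap1B (480 nm excitation, 540 nm emission), recorded every 5 minutes over 30 minutes. Reactions held 100 nM EPAC1, 250 nM Rap1B–BODIPY-GDP and 50 uM GDP, with 6.5 mM cAMP setting full activation.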
EPAC1 antag = qHTS for Antagonist of cAMP-regulated guanine nucleotide exchange factor 3 (EPAC1): primary screen; AID 720709, 2013; EPAC1 GEF assay, Rap1b-BODIPY-GDP exchange fluorescence; 0.14% of 360,000 active; Potency, µM (doses to about 115 µM), inactives show at the highest dose activity change, negative = inhibition, usual class: inhibitors;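 note: plate controls were vehicle for no effect and positive control for full effect; nearly all actives have a fitted effect of over 50% in size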
EPAC2 agonist = qHTS for Agonist of cAMP-regulated guanine nucleotide exchange factor 4 (EPAC2): primary screen. EPAC2 activation, biochemical qHTS; response scale: 100% = 6.5 mM cAMP response. Potency, µM (series often up to 154 µM), without a hit: at the top dose activation, usual class: activators. 0.079% of 360,000 active. Rap guanine nucleotide exchange factor 4 (Homo sapiens), Q8WZA2; note: nearly all actives have a fitted effect of over 50% in size
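Setup: EPAC2 100 nM, labeled Rap1B complex 250 nM, free GDP 50 uM. Compound titrations pinned in, brief spin, 5 min room temperature incubation. Kinetic fluorescence read over 30 min, normalized to 6.5 mM cAMP.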
TDP43 rescue = qHTS of TDP-43 Inhibitors; Potency, µM (highest dose often 46.1 µM), for the others: top-dose growth rescue (activation), most hits filed as activators; TDP-43 expressing yeast growth rescue, BacTiter-Glo, 24 h; 1.8% of 410,000 active; AID 652104, 2013; note: % of control where 0% means no effect; nearly all actives have a fitted effect of over 50% in size
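Cell-based yeast growth screen: TDP-43 expression induced in galactose, inoculum OD600=0.02 after raffinose pregrowth to mid-log. Read-out BacTiter-Glo luminescence at 24 hr, 30 deg C; inhibition of toxicity seen as signal increase.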
aSyn rescue = qHTS of alpha-syn Inhibitors. Yeast expressing alpha-synuclein, growth rescue, BacTiter-Glo, 24 h. Potency, µM (top dose mostly 46.1 µM), without a hit: at the highest dose growth rescue (activation), most hits filed as activators. 0.14% of 370,000 active. AID 652106, 2013; note: % of control where 0% means no effect; nearly all actives have a fitted effect of over 65% in size
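Readout is rescue of growth in alpha-synuclein-expressing yeast, so inhibitors of toxicity appear as activators. Growth after 24 hr at 30 deg C in galactose medium is quantified by luminescence.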
Starred values were filed as active, the others as inactive; i = inactive; ? = inconclusive; · = not tested or not shown; & = joins results of further samples; [ ] = dose if it differs, or a comment. Calls come from the whole dose curve; as a rule, active = well fitted curve in the direction sought with a large enough effect; inconclusive = small, poorly fitted or top-dose-only effect, or another doubt; inactive = no such curve, though single readings can be large; an effect the other way counts as inactive or inconclusive. Potency is the fitted concentration of half-maximal effect. These rows are one share of the data; the hit share may differ from the screen's.

SMILES | EPAC2 antag | FUS suppressor | PTHR1 agonist | EPAC1 agonist | EPAC1 antag | EPAC2 agonist | TDP43 rescue | aSyn rescue
C/C(Cn1cnc([N+](=O)[O-])n1)=N\NC(=O)c1ccc(F)cc1 | -5% | 10% | -21% | -6% | 4% | 3% | 23% | -2%
CCOC(=O)c1ccc(NC(=S)NCc2ccc(S(N)(=O)=O)cc2)cc1 | -18% | 15% | -42%[inhibitor] | 0% | 1% | 6% | 14% | 2%
O=C(/C=C/c1ccccc1[N+](=O)[O-])N1CCc2ccccc2C1 | 4% | 7% | -38%[inhibitor] | -1% | 13% | -4% | -24%[1.82 µM] | 0%
NC(=S)NC(=O)/C=C/c1ccccc1 | -9% | 2% | i | 15% | -1% | 5% | 5% | 0%
CCN(CC)S(=O)(=O)c1cccc(NC(=O)CNC2CCCCCC2)c1 | 3% | -20% | i | 6% | 7% | 7% | 3% | -10%
COc1ccccc1NC(=O)NNC(=O)c1ccc(-c2ccccc2)cc1 | 4% | 23% | i | 2% | 15% | 5% | 18% | 14%
COc1ccccc1N1CCN(C(=O)c2ccc(COc3cccc4c3OC(C)(C)C4)cc2)CC1 | 2% | 42% | -40%[inhibitor] | -8% | -11% | -3% | ? | 11%
CCC(=O)N(C)/C=C1\Sc2ccccc2C1=O | -12% | 4% | -22% | 3% | -3% | -7% | -6% | -34%[inhibitor]
CCOC(=O)N1CCN(C(=O)CSc2ccc(-c3ccc(OC)c(OC)c3)nn2)CC1 | -2% | 14% | -44%[inhibitor] | -4% | 4% | -5% | 7% | 3%
CC1Cc2ccccc2N1C(=O)COC(=O)c1c2c(nc3ccccc13)CCCCC2 (configuration not stated) | -3% | 41% | -7% | 1% | -26% | -8% | ? | -7%
O=C(NNC1=Nc2ccccc2SC1)c1ccc(Cl)cc1 | 1% | -19% | -10% | 6% | 0% | 4% | 2% | 1%
Cc1ccc(-c2nnn3c2nc(NC(C)C)c2ccccc23)cc1 | 2% | 13% | -6% | 7% | -25% | -10% | -1% | 0%
CCN(CC)S(=O)(=O)c1ccc2nnn(O)c2c1 | -1% | -1% | i | 2% | 12% | 8% | 16%[9.22 µM] | -2%
O=C(CN1C(=O)NC2(CCOc3ccccc32)C1=O)c1ccc(Cl)cc1 (configuration not stated) | -14% | 13% | i | 4% | -12% | 9% | -7% | 7%
Cc1nc(NC(=O)COC(=O)C2CC3CCCC(C2)C3=O)c(Cl)cc1Cl (configuration not stated) | -1% | 25% | -18% | 6% | -4% | 2% | 14% | -14%
COc1ccc(C(NC(=O)C2CCCCC2)c2c(O)ccc3ccccc23)cc1 (configuration not stated) | -12% | · | -22% | 6% | -13% | 12% | 8% | 2%
CCCNC(=O)C1(C)CCN(C(=O)c2cc(C)nn2C(C)(C)C)C1 (configuration not stated) | -8% | -8% | -19% | 1% | -6% | 8% | -3% | 0%
COc1ccc(N2CCN(S(=O)(=O)c3c(C(=O)N4CCOCC4)c(C)n(C)c3C)CC2)cc1 | -3% | 3% | -19% | 5% | -6% | -1% | 6% | 3%
CCn1cc(/C=C2\SC(=O)N(CC(=O)Nc3ccc4c(c3)OCO4)C2=O)c2ccccc21 | -2% | 21% | i | 0% | 0% | -1% | 3% | -1%
O=C(CCn1c(=O)oc2ccccc21)Nc1ccc2c(c1)OCCO2 | 12% | -17% | -15% | 9% | -17% | -3% | 14% | 0%
CC1CN(C2=CC(=O)CCC2)CC(C)O1 (configuration not stated) | -19% | -36% | -1% | 8% | 6% | 8% | 22% | -2%
Cc1cccc(-c2ccc([N+](=O)[O-])cc2CN2CCN(c3ncc(Cc4ccccc4)cn3)CC2)c1 | -3% | 30% | -61%[inhibitor] | 0% | -1% | 3% | 7% | -10%
O=C(N/N=C/c1cccnc1)c1cc(-c2ccccc2OCc2ccccc2)n[nH]1 | -3% | 22% | -17% | 12% | 50µM* | 16% | ? | 1%
COc1cccc(NC(=O)CSc2nc3ccsc3c(=O)n2-c2ccc(C(=O)O)cc2)c1 | 1% | 22% | i | 9% | 2% | -5% | 4% | 0%
COc1cccc(NC(=O)C2CCN(c3cnccn3)CC2)c1 | -2% | 3% | i | 11% | -1% | 2% | 0% | -1%
C=CCO/N=C(/C)c1ccc(Oc2cnccn2)cc1 | -11% | 5% | i | 12% | -2% | 4% | 7% | -10%
CC(=O)c1cnn(-c2c(Cl)cc(Cl)cc2Cl)c1C | ? | 0% | i | -7% | 7% | 9% | 19% | -5%
O=C(CCN1C(=O)/C(=C/C=C/c2ccccc2)SC1=S)Nc1ccccn1 | -17% | 23% | -24% | 3% | 5% | -12% | 2% | 6%
CN(C)C1=NCCN1CCc1ccc(F)cc1 | 23% | -29% | -33%[inhibitor] | -21% | 11% | 3% | -8% | 2%
COC(=O)CSc1nnc(-c2ccc(NS(=O)(=O)c3ccccc3)cc2)o1 | -5% | 8% | i | 0% | -7% | 15% | 10% | 8%
O=C(c1cc2nc(-c3ccco3)cc(C(F)(F)F)n2n1)N1CCN(c2ccccc2)CC1 | 0% | 15% | -9%[57.5 µM] | 2% | 5% | 5% | 3% | 0%
CN(C)S(=O)(=O)c1cccc(NC(=O)c2c[nH]c3ccccc23)c1 | -2% | 11% | -13% | 8% | -12% | 12% | 2% | 6%
Cc1ccc(CN2CCCCC2C(=O)Nc2ccc(Oc3cccnc3)cc2)o1 (configuration not stated) | -1% | 21% | i | -18% | -4% | -5% | 5% | -3%
Nc1cccc2c1C(=O)N(CCOc1ccc(F)cc1)C2=O | 0% | -1% | -28% | 4% | -1% | 5% | 9% | 6%
Cc1cc(C)nc(Sc2c(C)n[nH]c2C)n1 | -11% | 15% | -1%[57.5 µM] | 0% | -1% | 5% | -17% | -14%
Cc1cc(OCC(=O)Nc2ccc3c(c2)OCCO3)ccc1Cl | -13% | 36% | -8%[57.5 µM] | ? | -18% | 29% | -4% | -10%
COc1cccc(/C=N/NC(=O)c2cc(C34CC5CC(CC(C5)C3)C4)[nH]n2)c1 | 3% | -19% | -16% | 15% | -26% | -4% | 9% | 8%
Cc1cc(=O)oc2ccc(OCC(=O)N(Cc3ccc(F)cc3)Cc3ccco3)cc12 | -10% | 38% | -11%[57.5 µM] | 10% | -2% | -2% | ? | 0%
CC(C)(C)OC(=O)N1CCC[C@H]1C(=O)OCC(=O)Nc1cc(S(C)(=O)=O)ccc1Cl | -18% | · | -56%[inhibitor] | 3% | 9% | 0% | -15% | 3%
COc1cccc(/C=N/NC(=O)c2ccc(OCc3cccc(Br)c3)cc2)c1 | 1% | 15% | -5%[57.5 µM] | 1% | -3% | 4% | 12% | 5%
CCCN(CCC)C(=O)c1ccc2nc(-c3ccc(OC)c(OC)c3)c(-c3ccc(OC)c(OC)c3)nc2c1 | -17% | ? | -11% | 5% | 3% | 8% | 4% | -6%
COc1cc(NC(=O)c2sc3nc(C)nc(N4CCOCC4)c3c2C)cc(OC)c1OC | -11% | 18% | i | -3% | 7% | -6% | 16% | 0%
COc1cccc(CNc2ccc3[nH]c(=O)[nH]c3c2)c1OCc1ccccc1 | 9% | 19% | -23% | 1% | -19% | 4% | -27% | 3%
COC(=O)c1ccc(C(=O)NN)cc1 | 9% | -1% | -16% | -3% | 12% | 4% | -7% | 1%
CC(NS(=O)(=O)c1ccc(Br)cc1)C(=O)NC1CCCCCC1 (configuration not stated) | 9% | · | i | 5% | 9% | -4% | -27% | 1%
O=C(CCc1ccc(S(=O)(=O)NC2CCCCC2)cc1)N(Cc1ccccc1)Cc1ccccc1 | 4% | 25% | -6%[57.5 µM] | 0% | -12% | 17% | -1% | 11%
Cc1cc(OCC(=O)N2CCOCC2)ccc1NC(=O)c1ccccc1C | 10% | 2% | -24% | -19% | 2% | 3% | -14% | -3%
COc1ccc(S(=O)(=O)N2CCC[C@H]2C(=O)NCc2ccc(Cl)cc2)cc1 | -8% | 13% | i | -1% | 0% | 9% | 20% | 0%
c1ccc(-c2ccccc2-c2nc(-c3ccncc3)no2)cc1 | -5% | 22% | -2%[57.5 µM] | 27% | -8% | 18% | ? | 16%
CCS(=O)(=O)N1CCN(c2c(Cl)cccc2[N+](=O)[O-])CC1 | 5% | 7% | -23% | -8% | 13% | 2% | 18% | 0%
CN(CCC#N)C(=O)CC1(Cc2ccccc2)CCOC(C)(C)C1 (configuration not stated) | -3% | -1% | -5% | 3% | 2% | -1% | -1% | 6%
COC(=O)CN1C(=S)N(c2ccc(OC)cc2)C(=O)/C1=C/c1ccc(OC)cc1 | 1% | 44% | -6% | -1% | -7% | 3% | -34%[inhibitor] | -4%
COC(=O)[C@]12CCCCC=C1N(Cc1ccco1)C(=O)[C@H](CC(=O)NCc1ccc(C)o1)C2 | 9% | 26% | -5% | 8% | -22% | 10% | 0% | -6%
O=C(COc1ccc(Nc2ccccc2)cc1)OCC(=O)N1CCCCC1 | -7% | 25% | ? | 13% | -8% | -8% | -21% | 5%
Cc1ccsc1/C=C1\Oc2cc(O)ccc2C1=O | 326%[activator] | -25% | i | -65%[inhibitor] | 14% | -19% | 10% | 0%
COc1ccc(-c2nc3c(Cl)cc(C(F)(F)F)cn3c2Cc2cccc(F)c2)cc1OC | -17% | 21% | 4% | -20% | ? | -3% | 6% | 22%
CCOc1ccccc1NC(=O)COC(=O)CC(C)(C)CC1=NS(=O)(=O)c2ccccc2N1 | -3% | 10%&19% | -20%&-31% | -4% | -5% | 9% | -12%&21% | -6%
